Source: PubChem BioAssay
Coupling enz: counter-screen for Giardia aldolase inhibitors: coupling enzyme system; hit rate 0.67% among 290,000; coupling enzyme system counterscreen, AmpLite Red fluorescence; AID 2472; activity change, negative = inhibition, % at 58.2 µM, hits read low; in the data active means activity change below about -30%; further: on the % scale 0 is the no-effect control and ±100 the full control effect
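First, compound is pin-transferred into glyceraldehyde-3-phosphate coupling-enzyme reagent at 57.5 uM final and held 10 min at RT. Next, substrate, coupling system and AmpLite Red are added. After 20 min RT, fluorescence (525/598 nm) is read.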
ELG1 genotoxic: induces genotoxicity in HEK293T cells with luciferase-tagged ELG1; HEK293T ELG1-luciferase reporter, luminescence, 16 h; Potency, µM (top dose mostly 46 µM), for the others: at the highest dose activity change, positive = activation, actives largely listed as activators; hit rate 1.3% among 330,000; AID 504466; further: potency means the concentration at half of the fitted maximal effect; % of control where 0% means no effect; nearly all actives have a fitted effect of over 60% in size
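HEK293T cells expressing luciferase-tagged ELG1 were exposed to compound or DMSO vehicle for 16 hr at 37 °C and 5% CO2. Luciferase activity was then measured with ONE-Glo after 30 min at room temperature.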
Tb PFK block: blocks T. brucei phosphofructokinase | Potency, µM (top dose mostly 57.5 µM), for the others: at the highest dose activity, negative = inhibition, usual class: inhibitors | hit rate 0.17% among 330,000 | O15648 | T. brucei PFK, ADP-Glo luminescence;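 further: potency means the concentration at half of the fitted maximal effect; 0% = uninhibited 1x PFK enzyme wells and -100% = no-enzyme wells; nearly all actives have a fitted effect of over 60% in size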
Target sequence (O15648 whole entry, looked up): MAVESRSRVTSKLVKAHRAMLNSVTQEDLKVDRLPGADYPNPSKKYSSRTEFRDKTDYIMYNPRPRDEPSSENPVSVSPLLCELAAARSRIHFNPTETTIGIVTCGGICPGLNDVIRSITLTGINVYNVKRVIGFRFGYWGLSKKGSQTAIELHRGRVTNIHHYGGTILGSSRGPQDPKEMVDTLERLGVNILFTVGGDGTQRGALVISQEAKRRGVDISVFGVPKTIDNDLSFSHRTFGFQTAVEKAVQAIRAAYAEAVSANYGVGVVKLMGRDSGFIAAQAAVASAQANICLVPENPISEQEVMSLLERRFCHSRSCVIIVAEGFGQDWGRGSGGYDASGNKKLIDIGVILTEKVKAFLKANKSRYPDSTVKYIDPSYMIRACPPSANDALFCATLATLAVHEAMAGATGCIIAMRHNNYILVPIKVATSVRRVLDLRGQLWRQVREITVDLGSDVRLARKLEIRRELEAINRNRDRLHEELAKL
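ADP-Glo luminescence quantified ADP after 45 min at room temperature, with 1.25 nM T. brucei PFK, 0.1 mM ATP and 0.5 mM fructose-6-phosphate in pH 8.0 TEA buffer. qHTS titrations up to 57 µM; curves classified by quality.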
VP16 counter: counter-screen for ROR gamma inhibitors: Gal4-VP16 reporter | hit rate 3.5% among 310,000 | AID 2546 | Drosophila S2 Gal4-VP16 UAS-luciferase, luminescence, 20 h | Potency, µM (doses to about 53.6 µM), without a hit: top-dose activity, negative = inhibition, usual class: inhibitors;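 further: Gal4-VP16 expression switched on by copper sulfate through the metallothionein promoter; potency means the concentration at half of the fitted maximal effect; on the % scale 0 is the no-effect control and ±100 the full control effect; nearly all actives have a fitted effect of over 50% in size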
Giardia kill: Giardia lamblia killing; Giardia lamblia trophozoite viability; activity change, % at 7.66 µM, hits read low; hit rate 0.15% among 340,000; AID 540267; in the data active means activity change below about -80%; inconclusive means between about -30% and that limit;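 further: parasites exposed to compound for two days anaerobically before the ATP read; on the % scale 0 is the no-effect control and ±100 the full control effect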
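Each well holds 100 Giardia trophozoites and compound. After two days (48 hrs) at 37 deg C in anaerobic conditions, ATP is quantified by luminescence.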
KCNH2 3.1 inh: KCNH2 3.1 (human) potassium channel inhibition; U2OS KCNH2 3.1, thallium flux FluxOr; active compounds read low; activity change, % (tested at about 1.8 µM); hit rate 0.95% among 340,000; AID 720553;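 active means maximum activity change below -70%; inconclusive means maximum activity change from -70% to -50%; inactive means maximum activity change above -50%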;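 further: thallium influx rate constant from kinetic fluorescence after stimulation buffer; on the % scale 0 is the no-effect control and ±100 the full control effect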
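Channel expression came from 3.1 mutant virus (1.77 x 10^8 /mL) applied to suspended U2OS cells for 4 h. Flux was tracked with FluxOr dye plus Red40 quencher, and kinetic rate constants normalized to controls.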
uPA generation: blocks generation of uPA at the cell surface; Potency, µM (titrated, usually from 38.3 µM), without a hit: at the top dose activity change, negative = inhibition, usual class: inhibitors; hit rate 0.31% among 330,000; cell surface uPA generation assay, qHTS; active means well fitted inhibition curve with a large enough effect; inconclusive means small, poorly fitted or top-dose-only effect; inactive means no such curve, though single readings can be large or run the other way; tested in mouse RAW 264.7 cells; further: potency means the concentration at half of the fitted maximal effect; on the % scale 0 is the no-effect control and ±100 the full control effect; nearly all actives have a fitted effect of over 55% in size
NPC1 prom act: activators of NPC1 promoter; Huh7 NPC1 promoter luciferase reporter, 24 h; Potency, µM (doses to about 9.22 µM), for inactives: at the highest dose activation, hits mostly activators; hit rate 2.4% among 320,000;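 further: potency means the concentration at half of the fitted maximal effect; % of control where 0% means no effect; nearly all actives have a fitted effect of over 60% in size; reporter is driven by a mutant NPC1 promoter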
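Cells: Huh7 expressing luciferase under the NPC1 promoter, 1500/well. Seeded 2 h, compound added, incubated 24 h at 37 °C. Luciferase reagent, 10 min ambient, then luminescence.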
FLuc counter: counter-screen for miR-21 project: firefly luciferase inhibitors or activators; purified FLuc, Km substrates, luminescence inhibition; hit rate 6.9% among 360,000; AID 588342; Potency, µM (titrated, usually from 57.5 µM), for the others: top-dose activity change, negative = inhibition, most hits filed as inhibitors;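 further: potency means the concentration at half of the fitted maximal effect; plate controls were vehicle for no effect and reference inhibitor for full effect; nearly all actives have a fitted effect of over 55% in size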
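Biochemical qHTS of compounds, final roughly 60 µM downward over six points, against 10 nM purified firefly luciferase using Km concentrations of substrates (10 uM D-luciferin, 10 uM ATP) in Tris acetate pH 7.5 buffer; luminescence output.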
Rab9 promoter act: activators of Rab9 promoter. Huh7 Rab9 promoter-luciferase reporter, luminescence, 24 h. Potency, µM (doses to about 9.22 µM), without a hit: at the top dose activation, negative = inhibition, most hits filed as activators. hit rate 2.8% among 320,000; further: potency means the concentration at half of the fitted maximal effect; % of control where 0% means no effect; nearly all actives have a fitted effect of over 60% in size
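Huh7 cells stably carrying a Rab9 promoter-luciferase reporter, 1500 cells per well in OP-MEM I with 10% FBS, treated with compound 24 hours at 37C. Luciferase activity read by luminescence after 10 minutes with Amplite reagent.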
RORgamma inh: blocks mouse ROR gamma transcriptional activity. Drosophila S2 Gal4-RORgamma UAS-luciferase reporter, 20 h. Potency, µM (top dose mostly 53.6 µM), for inactives: top-dose activity change, negative = inhibition, most hits filed as inhibitors. P51450. AID 2551. hit rate 5.4% among 310,000; further: potency means the concentration at half of the fitted maximal effect; on the % scale 0 is the no-effect control and ±100 the full control effect; nearly all actives have a fitted effect of over 60% in size
Target sequence (P51450 whole entry, looked up, the tested form may be a part): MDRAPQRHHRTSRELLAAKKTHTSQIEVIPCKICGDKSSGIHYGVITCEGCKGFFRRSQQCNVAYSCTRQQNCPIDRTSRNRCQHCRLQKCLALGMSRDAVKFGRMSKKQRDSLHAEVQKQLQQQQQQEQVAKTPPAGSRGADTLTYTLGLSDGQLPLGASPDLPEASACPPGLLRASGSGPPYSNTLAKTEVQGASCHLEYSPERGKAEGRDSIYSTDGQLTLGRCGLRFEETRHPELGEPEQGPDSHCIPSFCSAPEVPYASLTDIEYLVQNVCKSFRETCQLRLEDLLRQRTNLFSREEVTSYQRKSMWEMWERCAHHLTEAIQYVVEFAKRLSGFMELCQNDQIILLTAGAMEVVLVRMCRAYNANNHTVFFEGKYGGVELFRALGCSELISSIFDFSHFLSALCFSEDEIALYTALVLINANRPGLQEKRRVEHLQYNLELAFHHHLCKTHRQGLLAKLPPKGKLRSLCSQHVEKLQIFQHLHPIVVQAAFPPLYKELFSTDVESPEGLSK
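Read-out: Photinus luciferase luminescence; inhibitors lower reporter signal. Insect Schneider cells with Gal4-ROR gamma fusion under metallothionein promoter, UAS reporter; 700 uM final copper sulfate induction, 20 hr, ambient temperature.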
An asterisk follows results filed as active; ? = inconclusive; nt = not tested or not shown; [ ] = dose if it differs, or a comment. Unless noted, the call rests on the fitted dose curve; in most records, active means well fitted curve in the direction sought with a large enough effect; inconclusive means small, poorly fitted or top-dose-only effect, or another doubt; inactive means no such curve, though single readings can be large; an effect the other way counts as inactive or inconclusive.

Structure,Coupling enz,ELG1 genotoxic,Tb PFK block,VP16 counter,Giardia kill,KCNH2 3.1 inh,uPA generation,NPC1 prom act,FLuc counter,Rab9 promoter act,RORgamma inh
COc1cc(C2C(C(=O)Nc3ccc(F)cc3)=C(C)Nc3nc(CCCO)nn32)cc(OC)c1OC (centres undefined),-0.2,-0.7%,0.4%,1.2%,-9.1,0.9,10.9%,1.3%,5.3%,-6.9%,4.4%
COc1ccc(C(=O)Nc2nnc(-c3ccc(F)cc3)s2)c(OC)c1,-0.5,3.1%,0.0%,?,8.6,6.7,-1.2%,3.2%,?,17.4%,?
Nc1ccc2c(c1)Oc1ccccc1C=C2,-4.6,-0.7%,-2.5%,0.1%,-1.1,15.0,-0.9%,4.4%,-14.3%,-3.0%,33.6%
C/C=C/c1ccc(OCC(=O)Nc2cc(Cl)ccc2-n2cncn2)c(OC)c1,nt,-0.1%,?,nt,-0.6,-1.8,-1.8%,1.6%,-0.6%,-0.1%,nt
CCCC(=O)Nc1ccc(Oc2ccc(NC(=O)CCC)cc2)cc1,-0.4,0.1%,-1.0%,20.6%,-14.1,-0.9,3.5%,-0.3%,7.5%,0.5%,-9.7%
CCCCN1C(=O)CCC(C(=O)O)C1c1ccccc1 (centres undefined),0.5,-0.1%,-0.1%,?,-19.8,1.8,0.9%,-4.4%,4.3%,-2.2%,-4.2%
Cc1ccc2sc(N(CCCN(C)C)C(=O)c3ccc(S(=O)(=O)N(C)Cc4ccccc4)cc3)nc2c1C,nt,-1.5%,8.0%,nt,-5.1,-24.2,-5.8%,-0.2%,1.0%,-23.6%,nt
O=C(O)c1cc(Cl)ccc1NC(=O)C1CCCO1 (centres undefined),-4.2,5.0%,-1.2%,6.4%,13.8,6.2,-2.6%,-1.0%,-1.1%,-5.8%,-16.9%
Cn1c(=O)cc(OCC(=O)NCc2cccnc2)c2ccccc21,-0.6,2.4%,1.8%,-6.7%,12.0,-9.3,nt,1.6%,-1.3%,-2.5%,-31.9%
Cn1cc(C(=O)NC2C3CC4CC(C3)CC2C4)cn1 (centres undefined),5.8,0.1%,-3.5%,-12.3%,0.4,7.1,-5.0%,-1.5%,-0.6%,2.3%,8.7%
Cc1ccnc(NC(=O)C2CCCN(S(=O)(=O)c3cnc[nH]3)C2)c1 (centres undefined),-0.3,-2.0%,-0.6%,2.5%,-8.6,10.9,-7.0%,1.0%,7.2%,0.1%,4.6%
CCC1=C(C(=O)OC)C(c2cc(OC)ccc2OC)C(C#N)=C(N)O1 (centres undefined),-5.2,-1.0%,1.2%,-17.7%,-5.4,8.2,nt,-1.3%,7.8%,-0.9%,-44.2%
COc1ccc(NC(=O)CN2c3cccc4cccc(c34)S2(=O)=O)c(OC)c1,0.6,-7.8%,2.4%,-3.1%,-7.9,7.8,2.3%,0.7%,-7.6%,-16.8%,-1.8%
CCCN(CCC)CCCNC(=O)c1cc2c(=O)[nH]c3ccccc3c2s1,1.0,5.0%,0.3%,0.2%,-16.6,8.9,-0.9%,-2.0%,-1.7%,-5.5%,-9.8%
Cc1ccsc1C(=O)NNC(=S)NCC(C)C,2.9,0.1%,-0.7%,-23.8%,-1.0,-2.9,nt,-3.3%,-2.3%,-5.0%,?
COc1ccc(/C=C/C(=O)Nc2cc(C)nn2-c2nc3ccccc3n2Cc2cccc([N+](=O)[O-])c2)cc1,2.1,-3.1%,0.5%,-1.7%,14.9,-36.1,4.4%,-3.8%,-19.6%,2.4%,1.9%
COC(=O)c1ccc(NC(=S)NC2CCCCC2C)cc1 (centres undefined),2.1,-3.1%,0.1%,3.55µM*,-28.3,26.4,-4.4%,0.4%,-15.5%,-4.2%,7.94µM*
CCCCNC(=S)NNC(=O)CCn1cc(C)cn1,-1.0,2.2%,11.1%,6.31µM*,6.1,3.3,2.4%,0.3%,-2.2%,-8.1%,1.58µM*
O=C(CN1CCN(Cc2ccccc2)CC1)Nc1cccc(S(=O)(=O)N2CCCCCC2)c1,0.3,-11.0%,-5.5%,0.8%,12.0,-44.4,-1.6%,-3.7%,0.6%,-6.6%,?
CCOc1ccccc1-n1c(COc2ccc(C)cc2)nnc1SCC(N)=O,1.2,0.7%,-4.6%,3.4%,8.8,1.2,nt,-1.7%,-0.9%,0.2%,-22.0%
CCCNC(=S)N1CCC(C(=O)c2ccc(Cl)cc2)CC1,-2.2,1.7%,1.7%,-2.2%,21.5,1.9,-3.1%,-3.9%,7.2%,-11.0%,-11.0%[1.91 µM]
Cc1cccnc1NC(=O)c1cccc(S(=O)(=O)N2CCCc3ccccc32)c1,nt,-3.1%,-5.5%,?,6.5,-5.4,1.6%,0.4%,-2.3%,5.7%,11.2µM*
COc1ccc(-n2c3c(cc(C(=O)NNc4ccccc4C)c2=O)C(=O)CC(C)(C)C3)cc1,2.0,0.8%,-11.0%,-9.8%,17.7,-15.1,2.2%,1.0%,0.2%,5.2%,-22.9%
CCOc1cc(S(=O)(=O)N(CC)CC)c(OCC)cc1-n1cnnn1,1.5,-3.3%,0.6%,-1.3%,-0.1,0.6,nt,-4.1%,-1.2%,1.5%,-5.7%
Clc1ccccc1Cn1nc(-c2ccccc2)nc1-c1ccccc1,-0.3,1.5%,4.1%,3.2%,-27.6,7.8,0.8%,1.3%,-18.8%,-1.7%,?
CCCCC(=O)Nc1nnc(SCC(=O)Nc2ccc(OC)cc2)s1,0.2,?,-2.8%,4.3%,-17.3,19.9,7.9%,-7.2%,1.3%,0.3%,-29.6%
CCOc1ccc(NC(=O)CNC(=O)c2ccc([N+](=O)[O-])cc2)cc1,-0.3,0.6%,-2.4%,-0.8%,-12.1,0.4,-0.8%,0.4%,0.0%,-4.1%,-5.3%
Cc1cc(O)cc2c(=O)c3ccccc3sc12,-4.6,-3.5%,0.1%,1.0%,-3.7,7.7,1.0%,0.4%,?,-1.4%,-30.8%
CCCCC1CN2CCc3c([nH]c4ccccc34)C2(C)C1 (centres undefined),-6.7,-6.8%,0.5%,0.1%,-8.2,-26.0,1.0%,0.9%,0.4%,3.1%,-5.9%
CCn1c(=NC(=O)COc2ccccc2)sc2cccc(F)c21,-4.2,8.5%,2.8%,-1.5%,-15.5,13.0,-0.8%,-2.0%,-11.0%,2.0%,-0.5%
Cc1cc(C)c2c(N)c(C(=O)Nc3cccc(C)c3C)sc2n1,-1.3,5.2%,-2.2%,-19.5%,3.9,8.4,-8.9%,-6.3%,0.1%,-2.9%,17.4%
Cc1ccc(C)c(NC(=O)CNS(=O)(=O)c2ccccc2)c1,-3.2,-5.8%,-5.0%,-3.4%,7.8,-2.7,nt,1.4%,-2.1%,-2.0%,0.1%
O=C(NCCN1CCN(c2ccccc2)CC1)c1ccc2c(c1)[nH]c(=S)n1c3ccccc3nc21,0.2,-8.0%,-2.8%,-7.9%,-7.7,9.6,-0.1%,-4.2%,-2.9%,0.3%,0.5%
CCOc1ccc(NC(=O)CCC(=O)NNC(=O)Nc2cccc(Cl)c2)cc1,-1.2,?,8.4%,-16.7%,8.5,0.3,-8.1%,-4.3%,-1.1%,-3.7%,-27.3%
COc1ccc(S(=O)(=O)N(CCc2ccccc2)CC(N)=O)cc1,12.5,0.3%,-1.8%,-9.0%,17.8,2.5,-2.8%,-3.2%,-1.0%,-5.0%,7.3%
CCOC(=O)c1sc(-c2ccccn2)nc1C,0.3,12.5%,-5.2%,5.3%,-9.3,-0.2,0.0%,-2.5%,26.9µM*,5.9%,-1.1%
Cc1ccc2c(c1)C(O)(CC(=O)c1ccc3c(c1)OCO3)C(=O)N2 (centres undefined),1.3,-7.5%,-0.5%,9.8%,-24.6,-6.4,1.8%,0.9%,11.4%,-3.0%,?
CCCN(CC(=O)Nc1ccc(NC(C)=O)cc1)CC(=O)Nc1ccc(F)c(F)c1F,1.4,-3.4%,1.1%,1.4%,-6.4,-6.1,-7.4%,1.6%,-0.1%,-0.9%,34.1%
